FLuc counter: firefly luciferase modulation, counter-screen for miR-21 project; P08659; purified FLuc, Km substrates, luminescence inhibition; Potency, µM (doses to about 57.5 µM), without a hit: at the highest dose activity change, negative = inhibition, actives largely listed as inhibitors; 6.9% of 360,000 active; AID 588342;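 further: potency means the concentration at half of the fitted maximal effect; plate controls were vehicle for no effect and reference inhibitor for full effect; nearly all actives have a fitted effect of over 55% in size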
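Purified P. pyralis luciferase (10nM final) with 10uM D-luciferin and 10uM ATP (Km levels) in 50mM Tris acetate pH 7.5, 10mM Mg acetate, 0.01% Tween-20, 0.05% BSA; qHTS 6-point titration, ~60 µM downward; luminescence read.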
Tb PFK block: inhibitors of T. brucei phosphofructokinase. Potency, µM (doses to about 57.5 µM), for the others: at the top dose activity, negative = inhibition, hits mostly inhibitors. 0.17% of 330,000 active. O15648. T. brucei PFK, ADP-Glo luminescence;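 further: potency means the concentration at half of the fitted maximal effect; 0% = uninhibited 1x PFK enzyme wells and -100% = no-enzyme wells; nearly all actives have a fitted effect of over 60% in size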
Target sequence (O15648 whole entry, looked up): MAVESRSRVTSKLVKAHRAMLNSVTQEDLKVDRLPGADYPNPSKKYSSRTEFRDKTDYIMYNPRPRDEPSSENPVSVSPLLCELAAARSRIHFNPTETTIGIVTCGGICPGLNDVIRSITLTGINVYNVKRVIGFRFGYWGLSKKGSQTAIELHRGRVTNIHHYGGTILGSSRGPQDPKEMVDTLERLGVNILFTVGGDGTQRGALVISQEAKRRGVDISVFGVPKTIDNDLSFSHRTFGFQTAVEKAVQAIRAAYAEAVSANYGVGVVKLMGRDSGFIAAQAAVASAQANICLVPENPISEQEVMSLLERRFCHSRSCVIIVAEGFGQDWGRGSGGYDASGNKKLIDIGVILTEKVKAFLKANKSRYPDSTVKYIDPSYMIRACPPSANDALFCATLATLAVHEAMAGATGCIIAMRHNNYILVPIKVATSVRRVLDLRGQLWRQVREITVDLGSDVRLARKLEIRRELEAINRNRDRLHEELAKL
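In TEA buffer at pH 8.0 with 5 mM MgCl2, enzyme (1.25 nM) converted F6P (0.5 mM) and ATP (0.1 mM) for 45 min at room temperature. ADP product was read by luciferase luminescence.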
TRPV1 ag: activates the human vanilloid receptor TRPV1 | TRPV1-expressing cells, Fluo-8 calcium influx, agonist mode | 0.19% of 320,000 active | activation, % at 8.33 µM | Q8NER1 | AID 540275; in the data active means activation above about 80%; inconclusive means between about 30% and that limit; further: 0% is about no effect
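Cells expressing TRPV1 were dye-loaded with Fluo-8 and read kinetically: 10 s baseline, 3 min after compound (agonist portion), then 2 min after EC20 capsaicin (allosteric enhancer portion). Calcium-bound dye fluorescence at 480/520 nm.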
BRCA1 expr act: increases BRCA1 expression | MCF7-BRCA1-FFLuc reporter, luminescence, 48 h; response scale: scaled: vehicle 0%, 10 µM genistein 100% | Potency, µM (titrated, usually from 46.1 µM), for the others: top-dose activation, hits mostly activators | 1.1% of 380,000 active; further: potency means the concentration at half of the fitted maximal effect; nearly all actives have a fitted effect of over 80% in size; some results filed as inactive show a strong effect at the top dose
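Using MCF7 cells harboring a BRCA1 firefly luciferase reporter, plated 2 h before compound pinning, the screen measured luminescence after 48 h incubation. Responses were normalized to DMSO and 10 microM genistein, then fitted for concentration-effect.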
ELG1 genotoxic: genotoxicity induction in ELG1-luciferase HEK293T cells; HEK293T ELG1-luciferase reporter, luminescence, 16 h; 1.3% of 330,000 active; Potency, µM (doses to about 46 µM), inactives show at the highest dose activity change, positive = activation, actives largely listed as activators; further: potency means the concentration at half of the fitted maximal effect; % of control where 0% means no effect; nearly all actives have a fitted effect of over 60% in size
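16 hr compound incubation (37 °C, 5% CO2) of HEK293T cells carrying luciferase-tagged ELG1; luciferase then measured by ONE-Glo luminescence after 30 min at RT.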
NPC1 promoter act: NPC1 promoter activation | 2.4% of 320,000 active | Huh7 NPC1 promoter luciferase reporter, 24 h | Potency, µM (doses to about 9.22 µM), inactives show at the top dose activation, usual class: activators;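 further: potency means the concentration at half of the fitted maximal effect; % of control where 0% means no effect; nearly all actives have a fitted effect of over 60% in size; reporter is driven by a mutant NPC1 promoter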
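NPC1 promoter–luciferase Huh7 cells; 24 h compound; luminescence.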
VP16 counter: Gal4-VP16 reporter inhibition counter-screen; Drosophila S2 Gal4-VP16 UAS-luciferase, luminescence, 20 h; Potency, µM (highest dose often 53.6 µM), for inactives: top-dose activity, negative = inhibition, actives largely listed as inhibitors; 3.5% of 310,000 active;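 further: Gal4-VP16 expression switched on by copper sulfate through the metallothionein promoter; potency means the concentration at half of the fitted maximal effect; on the % scale 0 is the no-effect control and ±100 the full control effect; nearly all actives have a fitted effect of over 50% in size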
Rab9 prom act: Rab9 promoter activation; Huh7 Rab9 promoter-luciferase reporter, luminescence, 24 h; Potency, µM (highest dose often 9.22 µM), for inactives: at the top dose activation, negative = inhibition, most hits filed as activators; 2.8% of 320,000 active; further: potency means the concentration at half of the fitted maximal effect; % of control where 0% means no effect; nearly all actives have a fitted effect of over 60% in size
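Cell-based reporter: Huh7 stable for Rab9 promoter-driven luciferase, plated in reduced-serum medium with 10% FBS at 1500 cells/well, compound-treated 24 h at 37 °C, luminescence read after 10 min reagent.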
p53 reactivator: restores transcriptional activity of mutant p53; AID 504706; H1299 p53-A138V BP100-luciferase reporter, luminescence, 24 h; Potency, µM (series often up to 92.2 µM), for inactives: at the top dose activity change, positive = activation, hits mostly activators; 0.063% of 320,000 active; further: potency means the concentration at half of the fitted maximal effect; % of control where 0% means no effect; nearly all actives have a fitted effect of over 45% in size
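p53-null H1299 cells stably carrying temperature-sensitive p53-A138V and a BP100-luciferase reporter were pinned with compounds (4-point, 1:5 series) and held 24 hrs at 37 deg C. Luminescence was read 10 min after detection reagent.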
RORgamma inh: blocks mouse ROR gamma transcriptional activity; P51450; Drosophila S2 Gal4-RORgamma UAS-luciferase reporter, 20 h; Potency, µM (titrated, usually from 53.6 µM), without a hit: at the highest dose activity change, negative = inhibition, most hits filed as inhibitors; 5.4% of 310,000 active; AID 2551; further: potency means the concentration at half of the fitted maximal effect; on the % scale 0 is the no-effect control and ±100 the full control effect; nearly all actives have a fitted effect of over 60% in size
Target sequence (P51450 whole entry, looked up, the tested form may be a part): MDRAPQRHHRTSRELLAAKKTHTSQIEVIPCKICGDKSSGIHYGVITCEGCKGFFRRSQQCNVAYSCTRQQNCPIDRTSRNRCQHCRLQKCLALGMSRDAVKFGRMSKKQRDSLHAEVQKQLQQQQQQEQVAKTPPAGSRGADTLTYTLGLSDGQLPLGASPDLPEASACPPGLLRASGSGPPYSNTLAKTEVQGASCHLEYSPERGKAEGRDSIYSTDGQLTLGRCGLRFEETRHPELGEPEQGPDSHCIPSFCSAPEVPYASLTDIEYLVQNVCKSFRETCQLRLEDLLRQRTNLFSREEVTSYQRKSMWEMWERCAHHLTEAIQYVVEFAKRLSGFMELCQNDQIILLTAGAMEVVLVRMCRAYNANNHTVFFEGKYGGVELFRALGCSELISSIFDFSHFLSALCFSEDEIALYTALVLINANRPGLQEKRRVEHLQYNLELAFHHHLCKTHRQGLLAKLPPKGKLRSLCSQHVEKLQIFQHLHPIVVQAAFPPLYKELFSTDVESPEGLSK
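Using a luciferase readout, inhibitors were identified by reduced reporter activity in Drosophila cells coexpressing a copper-inducible Gal4–ROR gamma fusion and UAS-driven Photinus luciferase, incubated 20 hr after 700 uM copper sulfate.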
ELG1 repair inh: ELG1-dependent DNA repair inhibition; HEK293T ELG1-luciferase reporter, luminescence, 16 h; DNA damage induced by 5-fluorouridine; 2.3% of 330,000 active; Potency, µM (doses to about 46.1 µM), inactives show at the highest dose activity change, negative = inhibition, hits mostly inhibitors; further: potency means the concentration at half of the fitted maximal effect; on the % scale 0 is the no-effect control and ±100 the full control effect; nearly all actives have a fitted effect of over 55% in size
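DMSO vehicle served as the neutral condition. Each well held 2,000 cells given 5-fluorouridine plus compound; after 16 hr at 37 °C/5% CO2, ONE-Glo was added and luciferase measured 30 min later.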
* hit, by the source's call; u = inconclusive; x = no result given; [ ] = remark or other dose. Unless noted, the call rests on the fitted dose curve; in most records, active means well fitted curve in the direction sought with a large enough effect; inconclusive means small, poorly fitted or top-dose-only effect, or another doubt; inactive means no such curve, though single readings can be large; an effect the other way counts as inactive or inconclusive.

Results follow in this order: BRCA1 expr act | Tb PFK block | TRPV1 ag | FLuc counter | ELG1 repair inh | VP16 counter | ELG1 genotoxic | p53 reactivator | RORgamma inh | NPC1 promoter act | Rab9 prom act
Oc1ccc(C(=S)N2CCN(Cc3ccccc3)CC2)cc1
→ -0.6% | u | 4.2 | -16.1% | -2.2% | 4.0% | -2.9% | 0.5% | -1.5% | 1.8% | -3.1%
CC1Cn2c(nnc2-c2ccc(F)cc2)S1 (centres undefined)
→ 23.7% | -7.8% | 1.3 | -0.9% | 7.6% | -5.1% | -3.1% | -5.1% | 6.8% | 7.5% | -5.9%
O=C1CCCC2=C1C1(CCCC1)N=C(Nc1nc3ccccc3o1)N2
→ 8.7% | 2.9% | -1.9 | 3.2% | 4.8% | 2.4% | 4.4% | u | -24.3% | -0.7% | -0.4%
Cc1ccc(-c2csc3ncnc(-n4nc(C)cc4N)c23)cc1
→ -0.9% | -1.6% | 16.0 | -0.2% | -3.7% | -13.0% | -2.9% | -10.0% | -33.6% | 0.3% | -2.1%
CC(=O)N1c2ccc(S(=O)(=O)NCCC(=O)N(C)C3CCCCC3)cc2CC1C (centres undefined)
→ 4.7% | 0.2% | u | 13.7% | -6.0% | 1.3% | 2.0%[9.26 µM] | -5.2% | 7.6% | -4.8% | 0.1%
O=C(CCN1C(=O)C2CC=CCC2C1=O)OCC(=O)c1ccc(F)cc1 (centres undefined)
→ 4.3% | -0.2% | x | x | 0.0% | x | 1.7% | 0.4% | x | x | x
CCC(C)(C)C1CCC(=NNc2nc3ccccc3[nH]2)CC1 (centres undefined)
→ -1.2% | -6.3% | u | 12µM* | 10.3% | u | 2.4% | u | 11.2µM* | 6.0% | 7.4%
c1ccc2c(c1)CCN(C1CCCCC1)C2
→ -3.6% | 0.7% | -0.4 | 1.7% | -14.8% | -7.8% | -7.8% | x | 7.6% | -17.5% | -10.0%
O=C(Nc1ccc(N2CCOCC2)cc1)c1cccc(S(=O)(=O)N2CCCC2)c1
→ -36.6% | -3.9% | u | u | -16.1% | 5.1% | -3.2% | 7.3% | 18.8% | 6.1% | -1.9%
Oc1c(Br)cc(/C=N/n2c(-c3ccccc3)n[nH]c2=S)c(Br)c1O
→ x | -25.0% | 3.3 | 1.6% | 1.3% | u | -3.6% | x | u | -12.6% | 0.3%
COC(=O)c1sccc1NC(=O)CC1C(=O)NCCN1C(=O)Nc1cc(Cl)ccc1OC (centres undefined)
→ -9.4% | -3.4% | 5.7 | 9.1% | -10.6% | -7.7% | -0.1% | -2.3% | 2.0% | 1.5% | -1.0%
COc1ccccc1CNC(=O)C(C)NS(=O)(=O)c1ccc(C)cc1 (centres undefined)
→ 23.5% | -0.8% | 0.6 | 3.6% | 1.1% | 11.4% | -7.1% | -4.3% | 0.2% | -3.4% | -5.9%
Cc1nc(N2CCOCC2)[nH]c(=O)c1C
→ 1.0% | 1.7% | 0.9 | -0.5% | 18.3% | -4.5% | 1.1% | -2.3% | 15.8% | -3.3% | -1.5%
Clc1ccccc1C1Nc2cccc3cccc(c23)N1
→ -16.2% | -9.0% | -6.2 | u | -9.1% | 2.6% | -7.7% | 21.3% | -13.9% | -3.8% | 11.1%
O=C(O)CCC(=O)NNc1ncnc2ccccc12
→ 3.9% | 2.0% | 1.3 | -8.1% | u | -3.5% | 1.8% | 18.3% | u | 0.3% | -6.3%
Cc1ccc(C(=O)N/C(=C\c2ccco2)C(=O)N2CCCCC2)cc1
→ -22.2% | 0.2% | 0.6 | u | 4.3% | 13.1% | 4.0% | -0.9% | -14.3% | -4.1% | -3.2%
O=C(CN1C(=O)NC2(CCc3ccccc3C2)C1=O)Nc1ccc(Cl)cc1F (centres undefined)
→ -19.4% | 9.2% | -1.3 | 1.0% | 16.1% | -23.8% | -3.1% | -1.6% | -8.5% | -3.3% | 1.2%
COc1ccc(CCC(=O)OCc2csc(CC(=O)Nc3ccc(C)cc3)n2)cc1OC
→ -0.5% | 11.1% | x | x | 0.0% | x | 2.6% | 5.3% | x | x | x
CC1CN(S(=O)(=O)c2cc(C(=O)NCCCN3CCCC3=O)ccc2Cl)CC(C)O1 (centres undefined)
→ -0.5% | -9.0% | x | x | 0.0% | x | -5.3% | 4.2% | x | x | x
O=c1[nH]c(CN2CCN(S(=O)(=O)c3cccs3)CC2)nc2c(Br)cc(Br)cc12
→ -15.4% | -0.8% | -2.4 | -20.0% | 19.0% | 5.8% | -10.8% | 3.7% | 21.2% | -1.0% | -3.9%
O=C1CCCC2=C1C1(CCCC1)N=C(Nc1nc3ccccc3s1)N2
→ -12.1% | -2.8% | 23.7 | -0.9% | u | -0.3% | -3.2% | 1.5% | 16.5% | -4.1% | 7.6%
CSc1ccccc1OCc1cc(C(=O)NCCN2CCCC(O)C2)no1 (centres undefined)
→ 1.9% | 0.2% | -2.8 | -0.6% | 14.9% | 1.5% | 2.7% | 27.3% | -0.3% | -1.3% | -0.4%
COC(=O)c1cc(C(=O)NCc2ccc3c(c2)OCO3)cc([N+](=O)[O-])c1
→ -4.8% | -0.9% | 8.6 | 0.3% | 7.8% | 4.1% | -2.6% | x | -1.7% | 9.2% | -3.1%
Cc1ccc(-n2c(Cc3cccn3C)nnc2SCC(=O)NCc2ccc3c(c2)OCO3)cc1
→ -3.0% | -19.0% | 1.4 | 0.8% | -0.2% | -2.8% | 0.0% | 0.9% | 7.0% | -0.5% | -3.7%
COc1cc(C(=O)NC2Cc3ccccc3C2)ccc1OC1CCN(C(C)=O)CC1
→ 0.0% | 2.0% | 1.7 | 5.1% | 10.9% | 0.0% | 10.3% | -3.9% | 9.9% | 0.4% | 0.1%
O=C(NCCCn1ccnc1)c1csc2ccccc12
→ -41.7% | -0.6% | -1.6 | -0.2% | 12.1% | -0.8% | 0.8% | 4.2% | 1.2% | 0.8% | 4.3%
CC(C)N1CCN(Cc2cccn2-c2ccccn2)CC1CCO (centres undefined)
→ -2.1% | -4.1% | 1.1 | -0.3% | 8.9% | 6.8% | 0.7% | -0.3% | -3.8% | 2.6% | 0.9%
Cc1cc(N2CCN(C(=O)c3ccco3)CC2)n2nc(C)nc2n1
→ 0.0% | 0.1% | -3.3 | 6.6% | 1.2% | 0.2% | 0.0% | 1.4% | 1.5% | -2.0% | -4.5%
CCn1c(Cc2ccccc2)nnc1SCC(=O)Nc1nc(C)cs1
→ -19.8% | -2.1% | 1.4 | 0.1% | -3.6% | -5.6% | 0.2% | -1.2% | 27.4% | 0.6% | -3.8%
Cc1ccccc1NC(=O)c1cc(S(=O)(=O)N2CCOCC2)ccc1F
→ 10.6% | 5.0% | -1.3 | -2.3% | -9.1% | 3.6% | 0.2% | -0.6% | -0.7% | 0.3% | 5.2%
CCOC(=O)C1CCN(c2cc(=O)n(-c3ccc(OC)cc3)c(=O)[nH]2)CC1
→ -8.7% | 0.1% | -2.3 | -0.9% | 24.5% | -2.5% | -16.9% | 4.2% | -1.9% | -4.2% | -1.5%
COc1cc2c(cc1OC)C(c1ccccc1)N(C(=O)c1ccco1)CC2 (centres undefined)
→ -23.9% | 8.8% | -3.8 | 1.9% | 10.0% | 2.9% | 16.4% | -0.5% | 4.5% | 7.9% | -3.8%
CC1Cn2c(nc3c2c(=O)[nH]c(=O)n3C)O1 (centres undefined)
→ 9.5% | -2.4% | 1.1 | 1.7% | 5.5% | -4.4% | 0.4% | -4.4% | -6.4% | -1.1% | 3.0%
COc1cccc(NC(=O)c2ccccc2N(Cc2ccccc2)S(C)(=O)=O)c1
→ -0.9% | 3.8% | 2.1 | -0.4% | 7.0% | -0.1% | -3.0% | x | 1.8% | 0.1% | 2.0%
O=C(CCC1CCCC1)N=C1SC2CS(=O)(=O)CC2N1c1ccccc1F (centres undefined)
→ -15.7% | 1.4% | 3.5 | 0.0% | 14.4% | -13.4% | 0.5% | 1.3% | -0.8% | -15.2% | 3.7%
CN(C)c1ccc(/C=N/NC(=O)c2nnn(-c3nonc3N)c2CN(C)c2ccccc2)cc1
→ -0.9% | 0.0% | -1.4 | -3.0% | u | -10.2% | 8.1% | -10.1% | -41.3% | 7.3% | -0.8%
Cc1cc(C)c(NC(=O)CSc2nc(=O)n3cc(C)ccc3n2)c(C)c1
→ -1.9% | -5.4% | -1.6 | -2.1% | 3.3% | x | -3.3% | -3.6% | x | 6.6% | 10.2%

RORgamma inh, entries above that show a hit.
molecule	Tb PFK block	TRPV1 ag	p53 reactivator	RORgamma inh	NPC1 promoter act	Rab9 prom act
CCC(C)(C)C1CCC(=NNc2nc3ccccc3[nH]2)CC1 (centres undefined)	-6.3%	u	u	11.2µM*	6.0%	7.4%
